# High-throughput results as filed in PubChem.
# TcdB GH inh: blocks C. difficile toxin B glycohydrolase activity. 350,000 compounds, 0.24% hits. inhibition, % at 9.99 µM. TcdB glycohydrolase enzymatic assay, plate reader. P18177; in the data active means inhibition above about 10%
# FadD28 binding: blocks FadD28 binding to the bisubstrate probe | fluorescence polarization | inhibition, % at 12.5 µM | 360,000 compounds, 0.22% hits; in the data active means inhibition above about 8.5%, passing the limit was not always enough; inconclusive means no clear call, values can overlap the other calls
# FBA Mtb inh: inhibitors of M. tuberculosis fructose-bisphosphate aldolase; 360,000 compounds, 2.3% hits; purified M. tuberculosis FBA, fluorescence read-out; inhibition, % at 1 µM; in the data active means inhibition above about 27%;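 further: 0% = vehicle and 100% = reference inhibitor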
# Target sequence (P9WQA3 whole entry, looked up): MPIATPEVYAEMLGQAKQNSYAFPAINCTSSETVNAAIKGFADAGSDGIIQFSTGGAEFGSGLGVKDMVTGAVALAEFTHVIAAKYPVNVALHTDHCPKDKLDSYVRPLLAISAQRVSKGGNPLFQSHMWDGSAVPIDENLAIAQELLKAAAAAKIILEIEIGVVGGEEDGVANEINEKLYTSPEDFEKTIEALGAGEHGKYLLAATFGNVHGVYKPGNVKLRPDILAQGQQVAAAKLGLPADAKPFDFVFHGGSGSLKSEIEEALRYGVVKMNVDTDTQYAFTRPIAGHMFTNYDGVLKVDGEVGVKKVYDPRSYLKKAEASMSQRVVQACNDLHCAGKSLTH
# PfHsp40 yeast: restores yeast growth despite PfHsp40 toxicity; 340,000 compounds, 0.68% hits; growth rescue, % at 12.5 µM; AID 504582; S. cerevisiae expressing PfHsp40, growth rescue, ATP luminescence; in the data active means growth rescue above about 28%, passing the limit was not always enough; inconclusive means no clear call, values can overlap the other calls;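 further: yeast W303a lacking pdr1 and pdr3 grown in galactose medium; growth measured after three days at 30 °C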
# Mtb UGM inh: Mtb UDP-galactopyranose mutase inhibition | purified UGM, fluorescence polarization probe displacement | inhibition, % at 10 µM | 320,000 compounds, 0.06% hits | AID 504406; in the data active means inhibition above about 10%, passing the limit was not always enough; inconclusive means no clear call, values can overlap the other calls
# Target sequence (P9WIQ1 whole entry, looked up): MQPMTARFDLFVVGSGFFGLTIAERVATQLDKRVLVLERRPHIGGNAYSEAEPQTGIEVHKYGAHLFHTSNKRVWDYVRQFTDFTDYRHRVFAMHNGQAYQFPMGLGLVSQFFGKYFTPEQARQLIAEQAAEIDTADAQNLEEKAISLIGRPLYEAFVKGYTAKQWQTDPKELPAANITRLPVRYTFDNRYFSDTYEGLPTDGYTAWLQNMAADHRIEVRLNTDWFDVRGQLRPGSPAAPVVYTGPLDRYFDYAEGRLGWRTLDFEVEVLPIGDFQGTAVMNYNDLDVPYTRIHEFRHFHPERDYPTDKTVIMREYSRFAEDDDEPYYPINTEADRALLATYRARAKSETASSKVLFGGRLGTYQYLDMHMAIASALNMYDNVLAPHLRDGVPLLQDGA
# BH1578 lux ind: quorum light induction in luxS cqsA deficient V. cholerae | V. cholerae BH1578 lux reporter, luminescence, 6 h | activation, % at 18.7 µM | 350,000 compounds, 0.16% hits; in the data active means activation mostly above about 9.7%, no sharp cut-off; inconclusive means no clear call, values can overlap the other calls; inactive means mostly below about 3.7%; further: not every result past the cut was called active; inactives centre near 0; reference of the scale not given here
# GDH-TPI counter: GDH-TPI coupled enzyme inhibition counter-screen | 360,000 compounds, 1.2% hits | GDH-TPI coupled enzyme counterscreen, NADH absorbance | AID 588335 | inhibition, % at 4.8 µM; in the data active means inhibition above about 30%;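 further: 0% = DMSO wells and 100% = wells lacking the enzyme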
# Y pestis TopoI: inhibitors of Yersinia pestis topoisomerase I | Y. pestis Topo-I cleavage product accumulation, plate reader | AID 504884 | 360,000 compounds, 0.064% hits | activity, % at 10 µM; in the data active means activity above about 50%, passing the limit was not always enough; inconclusive means no clear call, values can overlap the other calls; further: inactives centre near 2
# Mtb BioA inh: blocks M. tuberculosis BioA enzyme activity; 360,000 compounds, 0.096% hits; purified M. tuberculosis BioA enzyme, plate reader; inhibition, % at 9.99 µM; in the data active means inhibition above about 40%; inconclusive means no clear call, values can overlap the other calls
# An asterisk follows results filed as active; i = inactive; ? = inconclusive; · = not tested or not shown; & = joins results of further samples. This is a random part of the collection. Share with any hit: about 4.6%.
SMILES,TcdB GH inh,FadD28 binding,FBA Mtb inh,PfHsp40 yeast,Mtb UGM inh,BH1578 lux ind,GDH-TPI counter,Y pestis TopoI,Mtb BioA inh
Cc1ccc2oc(=O)c3cc(C(=O)NCCN4CCc5ccccc5C4)sc3c2c1,-0.2,0.6,8.5,1.3,1.4,-0.1,17.8,13.3,-0.6
CCOc1ccc(CNC(=O)C2CCN(S(=O)(=O)N3CCCC3)CC2)cc1OC,·,-1.9,1.1,-1.3,0.4,-2.0,3.7,-2.1,-0.4
O=C(/C=C/c1ccccc1Cl)N(Cc1ccc(Cl)cc1)C1CCS(=O)(=O)C1 (stereo not drawn),·,-5.2,-1.4,2.8,-2.5,-0.2,-2.2,21.9,·
CC(C)C(NCc1c(Cl)cccc1Cl)C(=O)O (stereo not drawn),1.2,0.4,0.8,0.0,1.4,-0.2,11.2,6.2,1.4
O=C1OC(/C=C/c2ccc(Cl)cc2)=NC/1=C/c1ccco1,·,-2.7,-6.1,0.4,4.4,-0.3,24.0,-9.3,1.6
COCC1CCCN(C(=O)c2ccc(OC3CCN(Cc4ccccn4)CC3)cc2)C1 (stereo not drawn),0.6,-1.5,-0.7,-0.5,-2.3,i,-6.2,8.5,-1.7
Cc1ccccc1NC(=O)Cc1nc(COC(=O)C(NC(=O)c2ccccc2C)C(C)C)cs1 (stereo not drawn),-0.6,-2.8,0.7,0.2,·,-0.7,-1.0,12.4,-1.4
Cc1cc(=O)oc2cc(OC(C)C(=O)NCCCn3ccnc3)ccc12 (stereo not drawn),1.1,0.5,16.1,95.2*,0.1,-0.5,11.2,0.9,0.0
COc1ccccc1-c1ccc(SCc2ccc(F)cc2)nn1,0.9,-2.5,-3.5,6.1,1.4,1.7,8.5,32.0,·
CCCC(C(=O)O)n1c(O)c(C=C2N=c3ccccc3=N2)sc1=S (stereo not drawn),3.0,3.0,-0.3,0.6,1.6,-0.5,27.1,7.0,·
CC(C)Nc1ncnc2c1ncn2[C@H]1CN(Cc2cccnc2)C[C@@H](CO)O1,0.8,-0.4,-0.9,·,·,-0.7,9.1,2.0,0.0
CCc1ccc(N2C(=O)C3NN=C(C(=O)OCc4ccccc4)C3C2=O)cc1 (stereo not drawn),·,-1.7,-0.9,0.8,-1.6,i,5.4,0.7,5.3
Cc1cc(NC(=O)CCl)n(-c2nc3ccccc3s2)n1,0.2,-3.5,1.1,-0.5,-2.2,-2.2,-4.6,-0.7,·
COc1ccc(CCNC(=O)CSc2nn(-c3ccccc3)c(=S)s2)cc1OC,·,-11.4,1.7,0.2,-4.4,i,7.3,-0.3,·
COc1cc(-c2nnc3n2CCCCC3)cc(OC)c1OC,-7.3,-4.2,1.2,-0.9,0.4,i,-10.5,3.2,7.2
COc1ccc(-c2cc(C(=O)OCC(=O)NC3CC3)c3ccccc3n2)cc1,0.2,-3.4,5.4,2.0,-3.1,-4.2,5.4,1.2,0.5
Cc1cc2c(cc(C(=O)OCC(=O)NC3CCCCC3)n2C)o1,2.4,-0.6,1.0,-2.1,·,i,12.7,3.5,-0.6
CC(=O)Nc1ccc(NC(=S)NC(=O)/C=C/c2ccc(Cl)cc2)cc1,0.1,-3.2,4.8,1.2,1.1,0.2,1.0,6.5,·
CCCCCc1nnc(NC(=O)C(=O)OCC)s1,·,-2.0,3.0,0.0,1.4,-0.3,-3.4,-1.7,0.9
Nc1nc2c(nc(SCc3ccccc3Br)n2[C@@H]2O[C@H](CO)[C@@H](O)[C@H]2O)c(=O)[nH]1,-1.4,-1.7,1.9,-0.2,1.3,-7.7,7.8,9.2,-1.5
O=C(NCc1ccc(C(F)(F)F)cc1)C1CC(c2c(Cl)cccc2Cl)=NO1 (stereo not drawn),-0.4,-0.6,0.4,1.2,-0.1,-0.8,2.7,9.3,-0.8
CC1CN(C2CCN(C(=O)COc3ccc(Cl)cc3)CC2)CC(C)O1 (stereo not drawn),·,-3.7,0.8,0.9,-1.2,-0.4,4.2,0.8,·
Cc1ccc(N2CC(C(=O)N3CCC(C(=O)NC(C)(C)C)CC3)CC2=O)cc1 (stereo not drawn),-2.7,-2.3,5.1,-0.2,0.8,-0.7,-3.7,-7.1,-2.7
O=C(CCc1ccc(S(=O)(=O)N2CCOCC2)cc1)Nc1ccc(F)c(F)c1F,-0.2,-0.6,-1.9,0.0,3.3,i,-2.2,9.5,0.0
CCc1nc(Nc2ccc(N3CCN(C(C)=O)CC3)cc2)c2oc3ccccc3c2n1,·,3.5,2.5,2.5,-0.7,i,21.7,10.1,3.6

# (more compounds)
SMILES,TcdB GH inh,FadD28 binding,FBA Mtb inh,PfHsp40 yeast,Mtb UGM inh,BH1578 lux ind,GDH-TPI counter,Y pestis TopoI,Mtb BioA inh
CC(C)NC(=O)c1ccc2sc([C@H]3C[C@H](O)[C@@H](CO)O3)nc2c1,0.9,0.1,-1.1,·,·,-0.3,2.6,4.6,0.0
Cc1ccc(CCSCC(=O)O)cn1,·,0.4,0.1,0.4,-6.0,-0.3,-2.2,-4.0,-0.5
O=C(O)c1cccc(OCCN2CCCC2=O)c1,-0.3,-2.7,-2.4,5.8,1.0,i,8.6,0.9,-1.8
OCCn1c(SCCOc2ccccc2)nc2ccccc21,·,-0.9,0.5,-0.9,-1.5,-2.0,2.8,4.4,-0.2
CCCn1c(N)c(N(CCOC)C(=O)c2ccc(F)cc2F)c(=O)[nH]c1=O,1.1,-0.2,0.5,6.0,1.1,-0.2,7.4,-2.3,·
Cc1cc(-c2nc(C)c(-c3nnc(SCC(=O)Nc4ccc(Cl)cc4)n3C)s2)no1,-0.2,-1.0,-1.1,·,-0.2,i,6.6,-0.9,-0.8
COc1ccc(C2C3(C#N)C(N)=NC(OC)(OC)C23C#N)cc1 (stereo not drawn),0.9,2.3,1.6,0.4,-5.2,-0.6,-1.6,6.0,·
CC1=CC2=NC(=O)/C(=C/c3coc4ccc(Cl)cc4c3=O)C(=N)N2O1,0.8,-1.2,4.1,?,-19.6,i,13.8,-0.5,-33.0
COc1ccccc1NS(=O)(=O)c1ccc(Cl)c(NC(=O)C(C)N2C(=O)c3ccccc3C2=O)c1 (stereo not drawn),·,-4.3,2.0,0.6,·,-0.2,-8.5,1.0,-2.1
COc1cccc(NC(=O)COc2ccc(N3CC(C(=O)NCC(C)C)CC3=O)cc2)c1 (stereo not drawn),·,1.9,-0.7,-0.5,1.8,i,8.1,7.4,0.4
Cn1c(=O)c2c(nc(Oc3ccc4c(c3)OCO4)n2Cc2ccc(F)cc2)n(C)c1=O,·,-3.0,-2.2,-1.2,-1.5,-0.2,-9.7,-2.4,-0.6
CC1CCC(C(C)C)C(OC(=O)CSc2nccc(=O)[nH]2)C1 (stereo not drawn),·,-0.4,3.4,0.8,-0.2,-0.2,-1.5,-0.5,-0.5
Cc1ccc(NC(=O)c2ccc(S(=O)(=O)N3CCCCCC3)cc2)nc1,1.7,0.2,3.9,0.2,-2.0,i,6.4,18.6,-1.5
Fc1cccc(Cl)c1COc1ccc(-c2nnco2)cc1,-0.9,-7.8,6.3,1.0,-2.0,-0.4,3.1,16.8,1.1
CC(C)c1ccc(NC(=O)N2CCOCC2)cc1,1.5,-2.6,-2.9,0.0,1.7,2.1,-6.5,-14.2,0.7
CN(Cc1ccccc1)c1nc2c(c(=O)n(C)c(=O)n2C)n1CCSc1ncccn1,4.2,-3.1,-2.4,1.6,1.5,i,-5.8,-0.9,0.0
O=C(Nc1ccc(N2CCN(C(=O)c3ccccc3)CC2)cc1)c1ccc2c(c1)OCCO2,-0.1,-1.1,-1.9,1.2,1.0,-0.2,2.4,8.5,-2.1
CC(=O)c1ccc(Nc2nc(C(N)c3ccccc3)cs2)cc1 (stereo not drawn),0.8,-5.7,-0.2,·,·,-0.4,32.0*,-13.1,23.0
O=C(COC(=O)C1CC(O)CN1C(=O)Oc1ccccc1)c1ccc(Br)cc1 (stereo not drawn),·,-3.4,0.9,0.2,2.0,-0.3,0.4,14.9,·
CCN(C(=O)c1ccc(Cl)c([N+](=O)[O-])c1)c1ccccc1,-0.4,-2.6,1.3,1.1,0.9,i,-2.2,8.9,·
CC1CCCCN1C(=O)Cn1cc(C(=O)c2ccco2)c2ccccc21 (stereo not drawn),·,-4.9,-0.4,-0.4,-0.4,1.8,22.9,6.5,-2.3
CC1=C(C(=O)NC2CCCc3c2cnn3-c2cc(F)cc(F)c2)OCCO1 (stereo not drawn),1.3,-0.7,1.7,-0.2,2.2,-0.3,1.3,0.9,1.0
Cn1c(Cc2ccccc2)nnc1SCC(=O)NC1CC1,-0.2,0.5,-1.5,0.2,-0.8,-0.1,-5.4,0.2,-0.4
CCCN1C2CCCC1CC(NC(=S)Nc1cc(C)cc(C)c1)C2 (stereo not drawn),-0.6,-2.2,1.8,-3.0,-1.7,0.5,0.9,2.8,·
CNc1ncnc2c1ncn2[C@H]1CN(Cc2ccco2)C[C@@H](CO)O1,1.6,-1.9,-0.8,·,·,i,6.5,-0.3,-0.8

# The list continues:
SMILES,TcdB GH inh,FadD28 binding,FBA Mtb inh,PfHsp40 yeast,Mtb UGM inh,BH1578 lux ind,GDH-TPI counter,Y pestis TopoI,Mtb BioA inh
O=C(Cc1ccc(O)cc1)NCCNC(=S)NCc1ccccc1,3.7,-2.6,0.1,0.0,-0.4,-0.2,-4.0,-1.9,·
CC1(NC(=O)c2ccccc2)CCN(CCCc2ccccc2)C1=O (stereo not drawn),-1.6,-1.8,1.1,-1.1,0.7,-2.8,3.4,-5.0,-0.9
COC(=O)c1ccc(-n2nc(C(F)(F)F)c3c2-c2ccoc2CC3)cc1,·,-1.8,2.9,2.7,3.1,-0.2,2.7,0.1,·
CCCCOC(=O)c1ccc(NC(=S)NC(=O)c2c(Cl)cnn2C)cc1,·,-3.2,-1.6,-1.4,1.0,-0.3,3.8,10.4,-0.9
Cc1ccc2nc(NC(=O)c3ccc(S(=O)(=O)N4CCCc5ccccc54)cc3)sc2c1,·,-5.3,-3.0,1.4,2.5,i,4.1,-2.3,-0.6
CSc1nnc2c(n1)OC(c1ccsc1)N(C(C)=O)c1ccccc1-2 (stereo not drawn),·,-0.2,-0.2,0.3,-1.3,·,17.4,-1.4,-2.8
CC12CCC(C(=O)N(CC(O)CN3CCCCC3)C1=O)C2(C)C (stereo not drawn),·,-1.6,-2.0,-1.1,-1.6,0.8,4.9,2.6,·
C[C@H](CO)N1C[C@H](C)[C@@H](CN(C)S(C)(=O)=O)Oc2ccc(NC(=O)Nc3ccccc3)cc2C1=O,-0.1&0.5,-0.5,-0.7,0.0,-3.6,i,1.7,-1.8,4.2&-0.4
Cc1c(C(=O)NN2CCOCC2)oc2c1ccc1ccccc12,3.9,-5.2,1.3,0.0,-1.3,i,-6.6,0.3,·
O=C(Cn1nc2ccccc2n1)N/N=C/c1cc([N+](=O)[O-])ccc1O,-5.1,2.2,-8.9,1.9,1.1,i,19.6,9.4,0.2
COc1ccc(C(C(=O)Nc2ccc3c(c2)OCO3)N(C)C(=O)Cc2c[nH]c3ccccc23)cc1 (stereo not drawn),4.0,0.7,7.2,0.9,-0.2,0.0,-3.0,2.0,·
O=C(COc1cccc(Br)c1)N/N=C1\CCCc2ccccc21,0.7,-0.8,0.6,-0.7,2.5,-0.3,4.3,3.2,-1.5
NNC(=O)c1cncc(Br)c1,-2.7,-1.6,0.2,-0.6,2.0,-0.7,6.9,3.1,-1.3
COc1ccc(Cl)cc1N=Cc1c(O)cc(C)oc1=O,·,-2.0,-6.1,?,2.4,i,3.6,-3.6,0.8
CCOc1ccc(NC(=O)CSc2nc3ccccc3nc2N2CC(C)OC(C)C2)cc1 (stereo not drawn),-1.7,-2.0,7.0,-0.2,-4.9,-0.3,-2.0,2.2,-3.0
COc1cc(/C=N/NC(=O)c2ccccn2)cc2c1OCO2,-1.0,-2.4,1.0,16.6,1.9,-0.3,22.7,9.4,·
COCCCNC(=O)C1CCCN(C(=O)Nc2ccc(OC)cc2)C1 (stereo not drawn),·,-0.3,-0.9,-1.5,1.1,-0.4,7.5,7.2,·
